Pf gametocyte = inhibitors of late stage P. falciparum gametocyte viability; P. falciparum stage V gametocytes, ATP luminescence, 24 h; inhibition, % at 10.9 µM; hit rate 0.065% among 150,000; AID 743093;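 active = inhibition above the mean plus 3 SD of compounds within the control limits, set per campaign, cut at about 38% in these data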;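 note: 0% = DMSO wells and 100% = medium only without gametocytes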
ABCG2 inh = human ABCG2 inhibition, ABCB1 as counter-screen; Q9UNQ0; IgMXP3 cells, JC-1 efflux, flow cytometry; inhibition, % at 6.6 µM; hit rate 0.1% among 190,000; AID 1325;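 active = inhibition above 80%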;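 note: 0% = DMSO and 100% = nicardipine control wells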
Target sequence (Q9UNQ0 whole entry, looked up): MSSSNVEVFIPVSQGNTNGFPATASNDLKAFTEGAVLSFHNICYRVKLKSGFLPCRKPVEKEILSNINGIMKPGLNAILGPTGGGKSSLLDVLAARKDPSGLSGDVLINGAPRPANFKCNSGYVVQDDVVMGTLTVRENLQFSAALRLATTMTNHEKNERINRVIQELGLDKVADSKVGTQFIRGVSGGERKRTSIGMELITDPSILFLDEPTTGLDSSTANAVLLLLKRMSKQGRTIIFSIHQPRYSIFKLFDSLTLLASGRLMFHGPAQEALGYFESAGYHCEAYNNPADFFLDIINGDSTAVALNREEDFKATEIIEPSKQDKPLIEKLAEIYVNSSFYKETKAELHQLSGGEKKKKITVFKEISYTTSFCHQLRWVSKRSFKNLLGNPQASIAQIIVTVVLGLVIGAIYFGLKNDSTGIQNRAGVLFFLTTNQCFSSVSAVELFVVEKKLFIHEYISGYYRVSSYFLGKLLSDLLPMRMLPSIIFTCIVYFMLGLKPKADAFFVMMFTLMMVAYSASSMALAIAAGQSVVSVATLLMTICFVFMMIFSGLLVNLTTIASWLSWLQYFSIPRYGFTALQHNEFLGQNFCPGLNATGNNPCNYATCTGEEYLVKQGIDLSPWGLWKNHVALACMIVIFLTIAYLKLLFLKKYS
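Times: 10 min at 25 °C | Test system: Two drug-resistant human cell lines, ABCG2 and ABCB1 | Quantity: 3 million cells/mL final, two lines in 1:1 ratio | Signal: Flow cytometry, 530 nm JC-1 signal | Dosing: Compound at 6.6 µM | Controls: Nicardipine and DMSO wells | Reagent: JC-1 as fluorescent efflux pump substrate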
Mcl1-Bid inh = disrupts binding of human Mcl-1 to Bid peptide; TR-FRET Mcl-1/Bid-Dy647 peptide binding, 1536-well; inhibition, % at 21.7 µM; hit rate 0.97% among 220,000; AID 1021;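 active = compounds that cut the binding signal by more than half at the single screening dose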;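 note: His-tagged Mcl-1 with europium anti-His antibody binding Bid BH3 peptide; 0% = Mcl-1 plus peptide wells and 100% = peptide-only wells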
Mcl-1 Bim block = disrupts Bim peptide binding to human Mcl-1; Q07820; Bead-based flow cytometry, Bim peptide-Mcl-1 binding; inhibition, % at 10 µM; hit rate 0.1% among 190,000; AID 1009; in the data active = inhibition above about 40%;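 note: 0% = no compound tracer wells and 100% = peptide blocker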
ABCB1 inh = blocks JC-1 efflux by human ABCB1 transporter; AID 1326; hit rate 0.067% among 190,000; P08183; CCRF-Adr cells, flow cytometry; inhibition, % at 6.6 µM; in the data active = inhibition above about 40%;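 note: 0% = vehicle and 100% = reference inhibitor; higher value means more JC-1 retained so stronger ABCB1 efflux block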
GSH bead fluor = GSH bead compound fluorescence profile; GSH beads flow cytometry, compound fluorescence 488/530 nm; active compounds read high; fluorescence (KMESF) at 10 µM; hit rate 0.25% among 190,000; in the data active = fluorescence above about 89;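 note: glutathione beads carrying GST-tagged Bcl family fusion proteins plus one bare bead set; values are compound well signal with DMSO vehicle wells as background; inactives centre near 16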
Mcl1-Noxa inh = Mcl-1/Noxa interaction inhibition. Q07820. TR-FRET Mcl-1/Noxa peptide binding, 2 h. inhibition, % at 21.7 µM. hit rate 1.5% among 220,000. AID 1022;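 active = compounds that cut the protein-peptide binding signal by more than 50% relative to plate controls in a single-dose test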;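 note: His-tagged Mcl-1 with rhodamine Noxa BH3 peptide and terbium anti-His antibody; 0% = Mcl-1 plus Noxa peptide wells and 100% = peptide-only wells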
RGS4-Gao reg = human RGS4-Galphao interaction regulation; binding response (% of control), % at 10 µM; Multiplexed bead flow cytometry, RGS4-Galphao binding; actives lie on both sides; AID 1415; hit rate 0.33% among 220,000; in the data active = binding response below about 49% or above about 150%; inactive = in between;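 note: fluorescent Galphao activated with aluminum fluoride binding bead-coupled RGS4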
Target sequence (P09471 whole entry, looked up): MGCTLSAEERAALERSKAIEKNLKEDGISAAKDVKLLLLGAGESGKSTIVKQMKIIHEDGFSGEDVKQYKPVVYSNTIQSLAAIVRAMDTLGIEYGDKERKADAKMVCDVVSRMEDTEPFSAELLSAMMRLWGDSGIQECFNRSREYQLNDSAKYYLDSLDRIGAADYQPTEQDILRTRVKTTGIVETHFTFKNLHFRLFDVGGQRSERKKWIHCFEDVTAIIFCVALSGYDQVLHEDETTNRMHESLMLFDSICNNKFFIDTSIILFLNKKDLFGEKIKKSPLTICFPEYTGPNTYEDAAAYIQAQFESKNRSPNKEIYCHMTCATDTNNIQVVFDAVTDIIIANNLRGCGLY
Avidin bead fluor = compound fluoresces at 488/530 nm on avidin beads | compound fluorescence 488/530 nm, flow cytometry; active compounds read high | hit rate 0.38% among 220,000 | fluorescence (KMESF) at 10 µM; in the data active = fluorescence above about 47; note: inactives centre near 10
RGS8-Gao = modulates binding of RGS8 to human Galphao | hit rate 0.34% among 220,000 | response (percent of control binding), % at 10 µM | P09471 | AID 1423 | multiplexed bead flow cytometry; actives lie on both sides; in the data active = response below about 60% or above about 140%; inactive = in between;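 note: Galphao activated as the GDP aluminium fluoride complex binding bead-coupled RGS8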
RGS7-Gao = human RGS7-Galphao interaction regulation; hit rate 0.35% among 220,000; P09471; binding response (% of control), % at 10 µM; AID 1439; Multiplexed bead flow cytometry, RGS7-Galphao binding; actives lie on both sides; in the data active = binding response below about 49% or above about 150%; inconclusive = no clear call, values can overlap the other calls; inactive = in between;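 note: fluorescent Galphao held in activated GDP-AlF4 state binding bead-coupled RGS7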
* hit, by the source's call; ? = inconclusive; . = not tested or not shown.

SMILES,Pf gametocyte,ABCG2 inh,Mcl1-Bid inh,Mcl-1 Bim block,ABCB1 inh,GSH bead fluor,Mcl1-Noxa inh,RGS4-Gao reg,Avidin bead fluor,RGS8-Gao,RGS7-Gao
OCCNc1nc(-c2ccccc2)nc2ccccc12,.,2.0,0.2,0.0,0.0,8,22.6,100.4,21,101.8,99.6
CCC(CC)NC(=O)Nc1ccc(C)cc1,0.0,.,-16.9,.,.,.,-17.7,116.0,7,107.2,?
CC(C)c1ccc(NC(=O)Nc2cc3sccc3n2C)cc1,.,2.7,-39.4,-2.0,0.1,27,33.0,101.2,6,104.1,105.2
Cn1c2c(c(=O)n(C)c1=O)C(NS(=O)(=O)c1ccc(Cl)cc1)(C(F)(F)F)C(=O)N2 (centres undefined),.,4.9,-107.0,1.0,0.9,12,53.1*,103.8,9,102.4,101.8
Cc1cc(-c2nnc(CCC(=O)NC(Cc3ccccc3)c3ccccc3)o2)no1 (centres undefined),-20.6,7.1,-19.8,-3.0,3.0,9,9.2,96.4,2,100.5,96.9
CCSc1cnn(-c2ccccc2)c(=O)c1SCC,.,5.3,-4.5,-2.0,1.8,9,0.3,106.9,12,107.5,110.5
Cc1c(N=Cc2nc3ccccc3n2C)c(=O)n(-c2ccccc2)n1C,2.5,89.7*,-19.7,-2.0,1.6,37,-0.5,99.7,12,102.0,101.7
CN1C(=O)NC(c2cccc(O)c2)C(C(=O)c2cccs2)C1(O)C(F)(F)F (centres undefined),.,6.3,-12.7,-4.0,0.6,19,-17.3,99.8,28,100.7,103.2
Cc1cc(C)c(C)c(S(=O)(=O)NCc2cccnc2)c1C,.,0.4,-6.1,-3.0,0.2,19,4.4,103.0,41,101.8,104.9
Cc1noc(C)c1S(=O)(=O)N(CC(=O)Nc1ccc2c(c1)OCO2)c1ccc(C(C)C)cc1,.,3.5,-16.0,-3.0,0.8,14,-1.5,96.8,7,97.9,99.0
COCCN(C(=S)Nc1cccc(OC)c1)C(C)c1cccs1 (centres undefined),.,2.0,-15.1,-1.0,-0.4,11,4.8,105.0,8,106.2,105.4
CC1=CC(C)(C)N(C(=O)CSc2nnc(N)s2)c2c(C)cc(C)cc21,.,1.0,-5.0,0.0,0.2,31,28.8,92.4,7,99.2,92.5
O=C(c1ccco1)N1CCN(c2nc(-c3ccc(F)cc3)cs2)CC1,7.8,1.6,-23.8,-1.0,0.2,13,5.5,101.1,35,96.9,101.8
CS(=O)(=O)c1ccccc1-c1nnc(-c2ccc(Cl)cc2)o1,6.0,15.5,-12.1,-1.0,-1.8,14,13.0,101.2,10,101.1,101.1
COc1ccc(NC(=O)/C(C#N)=C\c2cc(C)n(-c3ccc4c(c3)OCO4)c2C)cc1,1.4,0.7,-59.5,-1.0,1.6,3,17.3,103.1,14,104.0,103.7
O=c1[nH]nc(N/N=C/c2ccc(Cl)cc2Cl)c(=O)[nH]1,-34.7,.,-14.8,.,.,.,14.3,106.5,4,101.3,?
COC(=O)c1cc(Cl)c(NC(=O)c2ccc(C(C)(C)C)cc2)cc1OC,.,34.7,-5.5,0.0,1.1,24,3.4,98.7,31,100.1,97.3
CCC1(c2ccccc2)NC(=O)N(Cc2ccc(C(=O)OC)cc2)C1=O (centres undefined),-6.0,43.7,-5.6,-4.0,1.6,11,7.9,107.0,20,107.0,106.2
CC(C)N1CCN(Cc2cccs2)CC1CCO (centres undefined),-0.1,14.0,-3.1,-1.0,0.7,10,14.5,102.4,4,101.6,103.8
Clc1cccc(CN2COc3c(cc(Cl)c4cccnc34)C2)c1,.,5.9,-20.2,1.0,5.1,20,-51.6,106.2,24,108.4,105.7
O=C(Nc1ccc(Cl)cc1)Nc1ccccc1C(=O)O,-11.4,0.1,-15.5,-3.0,0.1,17,0.3,96.0,11,96.4,93.4
O=C(c1ccco1)N1CCN(C(=O)C2CCN(S(=O)(=O)c3cnc[nH]3)CC2)CC1,.,4.8,-8.4,1.0,3.3,23,5.4,99.9,23,101.2,100.0
CCC(C(=O)Nc1ccc(OC)c(Cl)c1)c1ccccc1 (centres undefined),-15.5,1.6,-32.2,-1.0,0.0,7,19.9,104.8,11,111.6,99.9
Cc1ccc(C(=O)Nc2sc(C)c(-c3ccccc3)c2C(N)=O)cc1[N+](=O)[O-],.,9.4,-32.3,-11.0,-0.4,27,23.1,95.9,11,95.5,110.1
CCOc1ccc(CC2CC(=O)NC2=O)cc1 (centres undefined),8.5,0.3,-1.6,-4.0,0.1,6,-2.1,103.3,7,102.4,100.4
CC(CC(=O)NCc1cccnc1)c1ccccc1 (centres undefined),.,-0.5,-5.9,24.0,0.3,35,-0.7,106.2,3,102.3,101.4
CCNc1nc(=S)nc(NC(C)C)[nH]1,11.8,-1.1,-92.3,-3.0,0.1,11,16.1,98.9,7,98.6,99.1
COc1cc2c(C(=O)N3CCN(C)CC3)c(C)n(-c3ccccc3)c2cc1Br,5.2,0.4,-4.4,1.0,0.7,12,-4.3,96.5,10,101.0,98.5
N#Cc1cc(-c2ccccc2)nnc1Sc1ccc(F)cc1,-7.1,3.7,-31.2,-2.0,0.3,10,0.8,89.5,8,94.6,97.8
CSc1cccc(CN2CCCC(CO)(Cc3cccc(Cl)c3)C2)c1 (centres undefined),19.9,1.1,-21.1,-1.0,0.5,15,-3.4,100.0,12,99.7,102.5
CN(c1ccccc1)C1CCCCC1NS(=O)(=O)c1ccc(Cl)cc1 (centres undefined),23.5,7.1,-8.9,-3.0,0.7,9,10.0,99.0,11,101.2,105.6
Cc1nn(-c2ccccc2)nc1C(=O)NN,15.3,.,-6.4,.,.,.,5.5,100.8,4,100.1,?
COCCNC(=O)C(c1ccco1)N(Cc1ccc(OC)cc1)C(=O)Cn1nnc2ccccc21 (centres undefined),1.0,1.0,-22.5,-3.0,0.0,41,-5.0,109.1,8,105.9,111.9
Nc1nc2c(Cl)ccc(Cl)c2s1,-3.3,5.5,-29.0,0.0,2.2,22,6.8,102.6,9,101.4,105.8
CC(C)OC(=O)CCC(=O)Nc1nc2ccccc2s1,.,0.7,4.2,-1.0,0.0,14,3.9,103.3,32,105.7,101.8
COc1ccc(Cc2nnc(NC(=O)c3cccs3)s2)cc1OC,7.9,0.7,-8.5,-5.0,-0.2,11,12.6,95.9,15,92.3,98.3
CCOC(=O)N1CCC(NC(=O)Cn2ncc3c2-c2cc(C)ccc2OC3)CC1,.,-2.3,-3.7,0.0,-2.1,24,14.7,101.4,7,100.7,101.0
Cc1ccnc(NC(=O)COc2ccc(Cl)cc2)n1,12.7,.,-78.5,.,.,.,8.3,84.0,.,99.6,?
CC(C)CNC(=O)NC(=O)COc1ccc(C=O)cc1,.,33.1,-3.0,-8.0,-1.2,31,3.9,100.4,7,89.0,100.1
Clc1cccc(Cl)c1CSc1cc2c(nn1)-c1ccccc1CC2,16.1,48.8,4.7,-5.0,1.5,21,-2.2,97.1,17,94.7,98.4
Cc1ccc(NC(=O)NCC(c2cccnc2)N2CCOCC2)cc1 (centres undefined),.,6.3,-22.7,-2.0,1.2,14,4.8,105.4,8,103.1,100.0
Cc1nn(-c2ccc3ccccc3c2)c(=O)c2ccccc12,.,6.9,-9.4,-2.0,0.8,19,7.3,104.4,12,105.2,103.5
O=C(Nc1ccccc1)Nc1snnc1C(=O)Nc1cccc(O)c1,32.7,0.0,14.4,-2.0,-0.3,15,42.4,15.9*,2,24.4*,16.0*
COc1ccc(-c2nc(NC(=O)CSCCO)sc2C)cc1,.,1.6,-16.3,2.0,-0.2,9,4.0,104.3,4,101.6,104.4
NC(=O)c1ccc(OCC(F)(F)F)nc1,21.4,.,-4.1,.,.,.,14.2,100.8,7,102.2,?
Oc1ccc(Cl)cc1/C=C/c1ccc2cccc(O)c2n1,-23.0,2.5,-38.2,-1.0,-0.4,11,46.4,101.1,19,104.9,103.5
Cc1ccc(Cn2nc(C)c(NC(=O)CCCn3nc(C)c([N+](=O)[O-])c3C)c2C)cc1,8.1,27.5,-0.4,0.0,1.5,5,9.8,92.5,10,82.7,90.9
COC(=O)/C=C1\OC(c2ccccc2)=CC1=O,.,-5.7,0.8,-15.0,-0.8,11,66.0*,98.5,7,89.8,93.2
COc1ccc(-c2nc(C#N)c(NCc3ccccc3Cl)o2)cc1,.,3.2,-3.4,1.0,-0.1,29,4.1,101.1,9,99.9,99.6
[O-][N+]12CCCCC1CCCC2CO (centres undefined),7.1,.,-0.6,.,.,.,-6.4,100.6,9,99.5,?
Cc1cccc(/C=C/C(=O)c2cc(Br)ccc(=O)c2O)c1,.,-0.5,11.6,3.0,-0.2,23,10.2,98.8,13,97.1,99.8
CC(=O)c1c(C)[nH]c(C(=O)CSc2nnc(-c3ccccc3)o2)c1C,.,2.1,-0.8,-2.0,0.9,14,12.3,98.3,44,99.9,103.2
CCOC(=O)C1CCN(S(=O)(=O)c2nc3nc(C)cc(C)n3n2)CC1,-4.3,0.1,-12.5,0.0,0.1,77,20.1,100.5,11,99.1,99.2
CC(C)=CC(=O)OCC(=O)Nc1ccc(F)cc1Cl,.,26.3,-11.8,-12.0,1.6,28,-2.8,95.0,10,102.5,99.1
O=[N+]([O-])C(/C=C(\Cl)[N+](=O)[O-])=C(N1CCCCC1)N1CCCCC1,.,2.0,-7.1,-2.0,0.0,13,7.2,98.3,10,103.4,101.5
COC(=O)c1ccc(NC(=O)CS(=O)(=O)Cc2ccccc2)cc1,9.7,15.1,-19.7,-4.0,0.7,23,6.2,102.2,30,101.2,99.9

The list continues:
SMILES,Pf gametocyte,ABCG2 inh,Mcl1-Bid inh,Mcl-1 Bim block,ABCB1 inh,GSH bead fluor,Mcl1-Noxa inh,RGS4-Gao reg,Avidin bead fluor,RGS8-Gao,RGS7-Gao
CC1=N/C(=C\c2ccc([N+](=O)[O-])cc2)C(=O)N1c1ccc(Cl)cc1,.,1.4,-18.9,-3.0,0.2,9,-3.8,93.6,10,95.2,99.0
CC1=C(C)C(=O)C(N2CCOCC2)=CC1=O,12.1,24.4,-26.8,-1.0,1.0,11,10.7,95.3,12,95.8,94.0
Cn1c(CSc2nc3ccccc3s2)nnc1SCC(=O)NCc1ccccn1,-15.8,1.0,-4.2,0.0,0.7,21,6.4,98.5,19,101.4,95.2
Cc1onc(-c2ccccc2)c1C(=O)NCC1CCN(C(=O)c2c(-c3ccccc3)noc2C)CC1,.,-1.3,-5.5,0.0,0.5,25,4.7,84.3,8,90.6,96.9
CCN1CCN(Cc2ccc(NC(=O)c3cc(NC(=O)C4=NN(c5ccccc5)C(=O)C4)cc(OC)c3)cc2C(F)(F)F)CC1,-20.8,.,-39.4,.,.,.,68.5*,101.8,12,100.3,?
c1cncc(Nc2nc(-c3cccnc3)cs2)c1,-5.9,3.7,-8.9,-2.0,0.7,38,14.0,93.8,7,92.7,88.2
